# High-throughput results from PubChem.
# DDE Tn7 FP inh = inhibitors of Tn7 peptide binding to fibrin DD(E), primary screen, biochemical, fluorescence polarization, human fibrin, Tn7 probe. hit rate 0.13% among 370,000. FP displacement of FITC-Tn7 peptide from fibrin DD(E); 0% = median of compound wells per plate. AID 720508, 2013. inhibition, % at 8.3 µM. Fibrinogen beta chain (Homo sapiens), P02675;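 active = inhibition above the mean of compounds falling within the control limits plus 3 SD of them, cut at about 14% in these data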;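 note: 0% = plate median of compound wells and 100% = 10 µM Aha-Tn7 peptide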
#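 Assay system: Fibrin-DD(E) protein isolated from polymerized human fibrin clots; read-out basis: percent inhibition; medium: Tris/NaCl/CaCl2 buffer, pH 7.8; signal: FP measurement; incubation: 10 min plus 3 h, room temperature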
# SIAE inh = human SIAE inhibitors, primary screen, biochemical, fluorescence polarization, FP-Rh probe, 1536-well HTS. SIAE FP-Rh probe binding. Sialate O-acetylesterase (Homo sapiens), Q9HAT2. inhibition, % at 9.66 µM. AID 1053197, 2014. hit rate 0.69% among 370,000;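 active = inhibition above a cutoff: mean of compounds within the control limits plus 3 SD of those, cut at about 17% in these data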;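 note: 0% = plate median of compound wells and 100% = probe without SIAE protein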
# ARFGAP1 inhibitor = inhibitors of rat ARFGAP1 GAP activity, primary screen, biochemical, fluorescence polarization, GDP tracer | AID 651572, 2012 | Arfgap1-stimulated ARF1 GTP hydrolysis, GDP FP detection | ADP-ribosylation factor GTPase-activating protein 1 (Rattus norvegicus), Q62848 | hit rate 0.26% among 360,000 | inhibition, % at 16.5 µM;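 active = inhibition above a per-plate limit, mean inhibition of low control wells plus 3 SD, cut at about 25% in these data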;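 note: 0% = DMSO wells with enzyme and 100% = wells lacking Arfgap1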
# Target sequence (Q62848 1-136 limits assumed): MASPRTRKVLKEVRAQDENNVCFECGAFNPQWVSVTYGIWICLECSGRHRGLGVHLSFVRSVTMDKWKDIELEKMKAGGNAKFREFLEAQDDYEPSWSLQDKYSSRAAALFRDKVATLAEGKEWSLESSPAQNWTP
#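 Material: rat Arfgap1 catalytic domain, aa 1-136; also added: human ARF1(Δ1-17)-GTP substrate; compound dosing: one concentration, 16.5 µM, DMSO 1.26%; incubation: GTP hydrolysis reaction 2 h at 25 °C; measured by: Tracer-displacement fluorescence polarization with EDTA stop, 620/688 nm; evaluation: % inhibition from polarization; repeats: one replicate per compound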
# PLC-beta3 inh = human PLC-beta3 inhibitors, primary screen, biochemical, fluorescence. Purified PLC-beta3, fluorogenic substrate. inhibition, % at 12.2 µM. hit rate 0.18% among 370,000. AID 720704, 2013; in the data active = inhibition above about 11%;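 note: 0% = median of compound wells on plate and 100% = full blocker control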
# ADAM10 inh = human ADAM10 inhibitors, primary screen, biochemical, QFRET, HTS; recombinant ADAM10, EDANS/DABCYL FRET peptide cleavage, 3 h; inhibition, % at 7 µM; hit rate 0.62% among 370,000; AID 720582, 2013;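 active = inhibition above a per-campaign cutoff equal to the mean of compounds falling between control-based bounds plus 3 SD, cut at about 20% in these data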;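 note: 0% = DMSO wells while the 100% control is not disclosed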
# Target sequence (O14672 214-748 limits assumed): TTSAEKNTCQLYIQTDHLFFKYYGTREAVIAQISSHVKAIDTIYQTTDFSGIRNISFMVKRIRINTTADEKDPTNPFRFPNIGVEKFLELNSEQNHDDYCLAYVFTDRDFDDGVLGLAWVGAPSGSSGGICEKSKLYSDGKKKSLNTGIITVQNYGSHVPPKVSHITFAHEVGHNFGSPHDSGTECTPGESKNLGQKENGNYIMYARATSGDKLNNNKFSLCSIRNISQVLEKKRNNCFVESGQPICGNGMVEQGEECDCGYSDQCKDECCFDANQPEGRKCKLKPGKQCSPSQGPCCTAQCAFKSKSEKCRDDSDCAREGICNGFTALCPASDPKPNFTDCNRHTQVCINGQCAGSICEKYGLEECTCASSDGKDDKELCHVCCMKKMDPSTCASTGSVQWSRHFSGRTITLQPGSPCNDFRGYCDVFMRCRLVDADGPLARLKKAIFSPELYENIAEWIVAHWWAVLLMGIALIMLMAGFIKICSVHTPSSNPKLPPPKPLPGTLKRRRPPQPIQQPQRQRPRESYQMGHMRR
# Tn6 DDE FP = inhibitors of Tn6 peptide binding to fibrin DD(E), primary screen, biochemical, fluorescence polarization, human fibrin, Tn6 probe | Fibrinogen beta chain (Homo sapiens), P02675 | inhibition, % at 8.3 µM | hit rate 0.21% among 370,000 | Fibrin DD(E) TRITC-Tn6 fluorescence polarization displacement | AID 720509, 2013;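 active = inhibition above a per-campaign cutoff: mean of compounds within control limits plus 3 SD, cut at about 15% in these data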;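 note: 0% = median of all compound wells on the plate and 100% = blocking peptide control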
# ASAP1 inh = inhibitors of human ASAP1 ArfGAP activity, primary screen, biochemical, fluorescence polarization; ASAP1-stimulated ARF1 GTP hydrolysis, GDP FP detection; inhibition, % at 16.5 µM; hit rate 0.19% among 360,000; AID 624377, 2012; in the data active = inhibition above about 25%;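 note: 0% = vehicle with enzyme and substrate and 100% = no enzyme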
# TDP2 inh = human TDP2 enzyme inhibitors, primary screen, biochemical, epi absorbance, recombinant enzyme | T5PNP hydrolysis, p-nitrophenol absorbance 415 nm | inhibition, % at 12.8 µM | hit rate 0.34% among 370,000;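 active = inhibition above the mean of all tested compounds plus 3 SD, set per campaign, cut at about 25% in these data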;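 note: 0% = DMSO with enzyme and 100% = buffer with substrate but no TDP2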
# Target sequence (O95551 whole entry, looked up): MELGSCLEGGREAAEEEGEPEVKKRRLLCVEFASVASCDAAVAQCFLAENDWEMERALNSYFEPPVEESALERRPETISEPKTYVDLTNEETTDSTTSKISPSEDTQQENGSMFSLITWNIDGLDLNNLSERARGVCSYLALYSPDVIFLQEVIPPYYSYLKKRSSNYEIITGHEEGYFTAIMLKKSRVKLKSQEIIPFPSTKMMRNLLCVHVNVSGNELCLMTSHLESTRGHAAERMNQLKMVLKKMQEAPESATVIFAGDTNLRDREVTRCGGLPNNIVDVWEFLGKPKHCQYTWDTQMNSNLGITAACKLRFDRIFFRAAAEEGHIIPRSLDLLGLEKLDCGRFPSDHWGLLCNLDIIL
#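 test system = human TDP2 enzyme | input = TDP2 enzyme at 120 nM final | medium = 50 mM Tris-HCl pH 7.5 with Mg2+, KCl, DTT, BSA | also added = T5PNP substrate, 5 mM | times = 2 h at 37 °C | technique = epi absorbance | benchmarks = high control without enzyme, low control DMSO plus TDP2 | replication = each compound tested once, singlicate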
# ADAM17 inh = ADAM17 inhibitors, primary screen, biochemical, QFRET | Disintegrin and metalloproteinase domain-containing protein 17 (Homo sapiens), P78536 | recombinant ADAM17, EDANS/DABCYL FRET peptide cleavage | inhibition, % at 6.95 µM | hit rate 0.83% among 370,000;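 active = inhibition above the mean of compounds lying between control limits plus 3 SD, set per campaign, cut at about 8.5% in these data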;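 note: 0% = DMSO-only wells as the low control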
# PLC-gamma1 inh = PLC-gamma1 enzyme inhibitors, primary screen, biochemical, fluorescence, purified enzyme; 1-phosphatidylinositol 4,5-bisphosphate phosphodiesterase gamma-1 (Homo sapiens), P19174; fluorogenic substrate; inhibition, % at 12.2 µM; hit rate 0.84% among 370,000; AID 720700, 2013; in the data active = inhibition above about 9.5%
# * marks the source's active call; other numbers are inactive results; . = not tested or not shown.
item	compound	DDE Tn7 FP inh	SIAE inh	ARFGAP1 inhibitor	PLC-beta3 inh	ADAM10 inh	Tn6 DDE FP	ASAP1 inh	TDP2 inh	ADAM17 inh	PLC-gamma1 inh
1	O=C(Nc1ccccc1)OCCCc1ccccc1	-7	-5	-10	0	16	5	-16	-6	0	1
2	CCOC(=O)[C@H](CCc1ccccc1)N[C@@H](C)C(=O)N1CCC[C@H]1C(=O)O	3	5	5	5	-6	-1	-3	-6	-4	-1
3	Cc1c(C#N)c(N)c(C(=O)c2ccccc2)n1Cc1ccccc1	0	0	9	3	3	9	-4	-3	5	7
4	COC(=O)[C@]12CCCCC=C1N(Cc1ccc3c(c1)OCO3)C(=O)[C@H](CC(=O)NCc1cccc3ccccc13)C2	-1	-4	7	2	19	-8	-5	2	8.9*	3
5	CCC1CCC(C(=O)NC(CCSC)C(=O)NCCN(CC(C)C)CC(C)C)CC1 (stereo not given)	7	10	8	-2	4	-2	8	-12	-5	-2
6	COC(=O)c1cc(=O)nc(NN=Cc2ccco2)s1	2	12	0	-17	-6	7	-1	9	-4	-9
7	O=C(COC(=O)COc1ccc2ccccc2c1)Nc1cc(C(F)(F)F)ccc1N1CCOCC1	-1	-10	2	0	10	1	4	-10	1	-2
8	O=C(COc1ccc(C(F)(F)F)cc1[N+](=O)[O-])Nc1cccc(C(F)(F)F)c1	4	3	10	6	4	-2	2	1	-5	0
9	CC1(C)Oc2ccc(C(=O)NC3CC3)cc2N(CC(=O)N2CCOCC2)C1=O	2	8	3	0	-1	-4	9	-4	-4	-2
10	O=C1NC(=Nc2ccc(F)cc2)SC1Cc1ccc(F)cc1 (stereo not given)	3	-14	14	-3	-3	5	1	-9	-2	2
11	CC(=O)c1ccc(OCc2cc(C(=O)NCCc3ccc(Cl)cc3)no2)cc1	-5	1	3	-4	3	0	2	-10	0	2
12	CCOC(=O)c1cccc(NS(=O)(=O)Cc2ccccc2)c1	1	-1	-17	-4	-6	-9	-5	-5	2	0

# With a hit mark in ADAM17 inh, among the entries above:
item	compound	DDE Tn7 FP inh	SIAE inh	ARFGAP1 inhibitor	PLC-beta3 inh	ADAM10 inh	Tn6 DDE FP	ASAP1 inh	TDP2 inh	ADAM17 inh	PLC-gamma1 inh
4	COC(=O)[C@]12CCCCC=C1N(Cc1ccc3c(c1)OCO3)C(=O)[C@H](CC(=O)NCc1cccc3ccccc13)C2	-1	-4	7	2	19	-8	-5	2	8.9*	3

# The list continues:
item	compound	DDE Tn7 FP inh	SIAE inh	ARFGAP1 inhibitor	PLC-beta3 inh	ADAM10 inh	Tn6 DDE FP	ASAP1 inh	TDP2 inh	ADAM17 inh	PLC-gamma1 inh
13	CCC(CC)c1nnc(NC(=O)CCN2C(=O)c3ccccc3C2=O)s1	-2	-4	6	5	13	-4	-9	-1	1	3
14	COc1ccc(CN2CCN(Cc3ccc(C)cc3)CC2)c(OC)c1	1	-11	-6	-1	-9	0	10	12	-2	1
15	Cc1ccc(NC(=O)c2ccncc2)cc1S(=O)(=O)N(C)C	5	0	-2	1	6	2	-1	5	2	1
16	O=C(Nc1ccncc1)c1ccccc1[N+](=O)[O-]	3	-3	-2	2	-1	8	-10	5	-3	0
17	S=c1[nH]nc(-c2ccco2)n1-c1ccc(Br)cc1	6	4	-8	-3	-3	4	-9	3	-3	-1
18	O=c1[nH]cnc2c1ncn2-c1ccc(Cl)cc1	5	3	-5	2	-3	1	8	8	-5	2
19	O=C1CCCC2=C1C(c1cccs1)CC(=O)N2c1ccc(F)cc1 (stereo not given)	6	-7	1	-4	-4	2	2	-5	-4	-2
20	CCOC(=O)c1[nH]c(C)c(C(=O)Nc2cc(OC)ccc2OC)c1C	-5	2	4	-1	-4	-9	10	-11	2	5
21	O=c1c2ccccc2oc2ccccc12	-7	0	0	7	-13	0	9	-2	-3	3
22	O=C(COc1ccc2ccc(=O)oc2c1)NCc1ccccn1	1	-13	1	-10	-83	-1	1	-2	-25	-3
23	COc1ccc(NC(=O)N2CCCC2C(=O)Nc2ccc(C)cc2)cc1 (stereo not given)	4	-1	-3	0	-9	-5	11	2	-4	-1
24	CCC(=O)N(C)C[C@H]1Oc2cc(Br)ccc2S(=O)(=O)N([C@@H](C)CO)C[C@H]1C	-6	2	-9	3	-2	-4	1	2	1	-1
25	Cc1cc(C)cc(NC(=O)O[C@@H]2CC[C@@]34CCCN3C(=O)CCC[C@H]4C2)c1	-3	2	.	2	8	6	.	-11	-2	0
26	COC(=O)Cn1cc(S(=O)(=O)NCc2ccc(C)cc2)c2cc([N+](=O)[O-])ccc21	-7	-7	3	-5	3	-3	3	0	0	4
27	COc1ccc(C(=O)NCC(=O)NCC(=O)OCC(=O)c2ccc(C)cc2)cc1	-5	-7	2	-7	-1	1	8	9	0	-1
28	COc1ccc(CNc2ccc(C)cc2)cc1Br	1	-1	5	2	-10	-12	3	-11	-2	-3
29	O=C1C(C=NCCN2CCOCC2)=C(O)c2ccccc21	7	-3	-3	-11	6	5	-2	12	1	-11
30	O=C(NCCN1CCCC(O)C1)c1cc(COc2c(F)cccc2F)on1 (stereo not given)	7	2	-10	-7	4	5	-6	3	-6	-3
31	CCN(CC)S(=O)(=O)c1cccc(-c2n[nH]c(=S)n2CC(C)C)c1	-2	4	4	-9	-7	1	5	8	-3	0
32	O=C(COC(=O)/C=C/c1ccccc1[N+](=O)[O-])NNC(=O)c1ccc(F)cc1	-6	-1	-7	-2	2	-3	-4	3	1	0
33	C=CCN(CC=C)C(=O)CN1C(=O)NC(C)(c2ccc3cc(OC)ccc3c2)C1=O (stereo not given)	-2	-9	0	-4	-7	1	17	-1	-5	3
34	COc1ccccc1NC(=S)NCc1ccc(F)cc1	8	-4	12	-3	4	-4	8	-1	-4	3
35	O=C(COC(=O)C1=COCCO1)Nc1ccc([N+](=O)[O-])cc1C(F)(F)F	4	4	4	-3	1	-4	3	0	-5	-3
36	Cc1c(C(=O)N2CC3(CC(c4cccc(NC(=O)[C@H]5CCC(=O)N5)c4)=NO3)C[C@@H]2C(N)=O)cc([N+](=O)[O-])cc1[N+](=O)[O-] (stereo not given in full)	5	-7	12	-1	-1	-5	-11	2	-2	3
37	Cc1cccc(-c2nc(Nc3ccc(N4CCOCC4)cc3)c3ccccc3n2)c1	-1	30*	22	-107	9	-5	-4	6	5	-96
38	O=C(CN(c1ccc(F)cc1)S(=O)(=O)c1ccccc1)Nc1ccccc1C(=O)O	-4	-5	-4	6	8	-5	-1	-4	4	2
39	COCCCNCCOCCOc1ccc(C)cc1[N+](=O)[O-]	-1	-3	18	2	-6	-7	-6	0	2	4
40	CC1OC(CCc2cccc(Cl)c2)Cc2[nH]c(=S)[nH]c(=O)c21 (stereo not given)	3	7	-4	4	1	-2	2	8	-2	4
41	CC(=O)N(c1cccc(C)c1)C1SC(=O)N(c2ccccc2)C1=O (stereo not given)	9	-8	0	0	-5	4	14	-8	0	0
42	CC(NC(=O)c1cccc(S(=O)(=O)N2CCc3ccccc3C2)c1)c1ccco1 (stereo not given)	-1	1	-5	-4	-4	1	7	5	-2	1
43	CC(Sc1nc(N2CCOCC2)nc(N2CCOCC2)n1)C(=O)Nc1ccccc1 (stereo not given)	-1	2	19	1	-3	-9	-6	7	-5	0
44	CCOc1ccccc1Nc1nnc(SCC(=O)NC(=O)c2cccn2C)s1	5	-1	-4	-9	9	2	-14	-5	-2	-7
45	FC(F)(F)c1cccc(N2CCCCC2)c1	-11	2	14	3	-1	0	-2	5	-2	3
46	Cc1nc(SCc2ccc(Cl)cc2)ncc1C(=O)O	-2	-3	-3	0	-4	6	-4	-8	0	1
47	O=C(CNC(=O)c1ccccc1Br)N/N=C/c1ccccc1O	-2	1	8	-36	-44	-2	3	-1	-14	-32
48	CN(C)S(=O)(=O)c1ccc2c(c1)C(=O)c1cc(S(=O)(=O)N(C)C)ccc1CC2	-2	1	1	5	-1	6	5	1	-1	1
49	Cc1cccc(N2CC(C)Cn3c2nc2c3c(=O)[nH]c(=O)n2C)c1 (stereo not given)	5	1	12	-5	0	-3	-3	7	-2	1
50	COC(=O)[C@@H](NC(=O)NCc1ccccc1F)C(C)C	9	1	-3	0	7	4	-7	5	-4	0
51	CC(C#N)Sc1ncnc2sc(-c3ccccc3)cc12 (stereo not given)	7	-5	-11	-17	-8	14	9	-13	-2	-11
52	Cc1ccc(OCCNC(=O)c2cccc(S(=O)(=O)N3CCN(C)CC3)c2)cc1	0	-6	-4	1	2	1	4	-10	2	0
53	CC(C)c1ccccc1NC(=O)Nc1nnc([C@H]2C[C@H](O)[C@@H](CO)O2)s1	-4	-2	0	-4	-2	6	-3	0	-2	1
54	O=C(COC(=O)c1ccc2ncsc2c1)Nc1cc([N+](=O)[O-])ccc1Cl	1	-12	23	-7	-5	6	-1	-10	-4	1
55	O=C(CCCN1C(=O)c2ccccc2C1=O)N1CCC(c2ccccc2)C1 (stereo not given)	10	0	-3	0	1	4	-6	-12	-3	1
56	COCCCN1C(=O)c2ccc(C(=O)Nc3ccc(C)cc3C)cc2C1=O	0	-5	0	-3	-6	-10	-9	10	0	-2
57	CCCCn1cnc2c(SCc3ccc(Br)cc3)nc(N)nc21	-1	-6	3	-3	9	3	10	-3	4	-3
58	Cc1ccc(CSCC(=O)Nc2c(C)n(C)n(-c3ccccc3)c2=O)cc1	-6	11	10	-1	-5	-5	6	-2	4	3
59	COc1ccc(CCNC(=O)C2CCN(c3nccc(C)n3)CC2)cc1	0	0	9	-9	-24	-1	9	8	-12	-8
60	CC(=O)OCC(=O)N1CCN(c2ccc([N+](=O)[O-])cc2)CC1	0	7	11	-2	-2	-5	5	-1	-1	2
61	O=C(O)c1ccc(N/N=C/c2cn(Cc3ccccc3F)c3ccccc23)cc1	-1	15	11	-136	-41	-4	5	1	-14	-96
62	COc1ccc(N=c2oc3cc(O)ccc3cc2C(=O)Nc2ccccn2)cc1OC	-5	7	4	-23	-117	-7	6	-1	-39	-17
